From PubChem
TcdB inh: TcdB glycohydrolase inhibitors, primary screen, biochemical, single point, plate reader. inhibition, % at 9.99 µM. AID 652162, 2013. TcdB glycohydrolase enzymatic assay. 350,000 tested, 0.24% active. Toxin B (Clostridioides difficile), P18177; in the data active = inhibition above about 10%
BioA inh: M. tuberculosis BioA enzyme inhibitors, primary screen, biochemical, plate reader, single point, HTS; 7,8-diaminopelargonic acid synthase BioA (Mycobacterium tuberculosis); 360,000 tested, 0.096% active; inhibition, % at 9.99 µM; purified M. tuberculosis BioA enzyme; in the data active = inhibition above about 40%
An asterisk follows results filed as active.

SMILES	TcdB inh	BioA inh
CCCNC(=O)N1C[C@H](C)[C@H](OC)CN(C)C(=O)c2ccc(NS(C)(=O)=O)cc2OC[C@H]1C	-2.1	-1.4
Cc1noc(C)c1S(=O)(=O)Nc1cccc2c1O[C@@H](CN(C)S(C)(=O)=O)[C@@H](C)CN([C@H](C)CO)C2=O	-0.5	12
N#Cc1cccc(-c2ccc([C@@H]3[C@@H](CO)N4CCCCN(C(=O)Cc5ccccc5)C[C@@H]34)cc2)c1	0.2	1.7
CCCNC(=O)Nc1ccc2c(c1)OC[C@H](C)N(Cc1ccccc1)C[C@@H](C)[C@@H](OC)CN(C)C2=O	-0.6	-0.6
CO[C@@H]1CN(C)C(=O)c2ccc(NC(=O)C3CCCC3)cc2OC[C@@H](C)N(CC2CC2)C[C@@H]1C	-4.1	-4.1
C[C@@H](O)C#Cc1ccc([C@@H]2[C@@H](CO)N3CCCCN(C(=O)c4ccc(F)cc4)C[C@@H]23)cc1	0.4	-2.2
CN(C)C(=O)[C@@H]1[C@@H](CO)[C@@H]2Cn3c(ccc(-c4ccncc4)c3=O)[C@@H]2N1Cc1ccccc1	-0.9	0.6
CC(C)NC(=O)Nc1cccc2c1O[C@@H](CN(C)C(=O)Nc1ccc(F)cc1)[C@@H](C)CN([C@H](C)CO)C2=O	-0.8	0.1
CCCC#Cc1ccc([C@H]2[C@@H](CO)N(C(=O)C3CCOCC3)[C@H]2C#N)cc1	-0.9	1.1
COCc1cn(CC[C@@H]2CC[C@H](NC(=O)c3ccccc3)[C@@H](CO)O2)nn1	-0.5	-1.3

Given with values under each structure: entries from further up
Each structure is followed by: TcdB inh	BioA inh
> Cc1noc(C)c1S(=O)(=O)Nc1cccc2c1O[C@@H](CN(C)S(C)(=O)=O)[C@@H](C)CN([C@H](C)CO)C2=O
    -0.5	12
> N#Cc1cccc(-c2ccc([C@@H]3[C@@H](CO)N4CCCCN(C(=O)Cc5ccccc5)C[C@@H]34)cc2)c1
    0.2	1.7
> CCCNC(=O)Nc1ccc2c(c1)OC[C@H](C)N(Cc1ccccc1)C[C@@H](C)[C@@H](OC)CN(C)C2=O
    -0.6	-0.6
> CO[C@@H]1CN(C)C(=O)c2ccc(NC(=O)C3CCCC3)cc2OC[C@@H](C)N(CC2CC2)C[C@@H]1C
    -4.1	-4.1
> C[C@@H](O)C#Cc1ccc([C@@H]2[C@@H](CO)N3CCCCN(C(=O)c4ccc(F)cc4)C[C@@H]23)cc1
    0.4	-2.2
> CN(C)C(=O)[C@@H]1[C@@H](CO)[C@@H]2Cn3c(ccc(-c4ccncc4)c3=O)[C@@H]2N1Cc1ccccc1
    -0.9	0.6
> CC(C)NC(=O)Nc1cccc2c1O[C@@H](CN(C)C(=O)Nc1ccc(F)cc1)[C@@H](C)CN([C@H](C)CO)C2=O
    -0.8	0.1
> CCCC#Cc1ccc([C@H]2[C@@H](CO)N(C(=O)C3CCOCC3)[C@H]2C#N)cc1
    -0.9	1.1
> COCc1cn(CC[C@@H]2CC[C@H](NC(=O)c3ccccc3)[C@@H](CO)O2)nn1
    -0.5	-1.3

The results go on:
SMILES	TcdB inh	BioA inh
COc1ccc(NC(=O)N(C)C[C@@H]2Oc3ccc(NS(C)(=O)=O)cc3C(=O)N([C@H](C)CO)C[C@@H]2C)cc1	0.4	-0.5
Cc1cccc(S(=O)(=O)N2[C@@H]3Cn4c(ccc(-c5ccccc5)c4=O)[C@H]2[C@@H](C(=O)O)[C@@H]3CO)c1	-0.9	-0.4
C[C@H](CO)N1C[C@H](C)[C@H](CN(C)S(=O)(=O)c2ccc(Cl)cc2)Oc2c(NC(=O)Nc3cccc4ccccc34)cccc2C1=O	-0.4	-5.1
CC=Cc1ccc2n(c1=O)C[C@@H]1[C@@H](CO)[C@H](C(=O)NCCCN3CCOCC3)N(C)[C@H]21 (mixture of isomers)	-3.2	-2.5
C[C@@H]1CN([C@@H](C)CO)C(=O)c2cccc(NS(=O)(=O)c3cn(C)cn3)c2O[C@@H]1CN(C)Cc1ccccc1	0.5	-0.3
COCC#Cc1cnc2c(c1)C(=O)N([C@H](C)CO)C[C@@H](C)[C@@H](CN(C)C(=O)Nc1cccc(F)c1)O2	1.8	0.5
CCCNC(=O)[C@H]1[C@H](CO)[C@H]2Cn3c(ccc(/C=C/c4ccccc4)c3=O)[C@H]2N1CC	1.7	3.1
O=C(C[C@H]1CC[C@@H](NC(=O)Nc2ccc(F)cc2)[C@@H](CO)O1)NCCN1CCCC1	-9.6	-1.4
C[C@@H]1CN([C@H](C)CO)S(=O)(=O)c2ccc(C3=CCCCC3)cc2O[C@@H]1CN(C)S(C)(=O)=O	-0.1	3.9
C[C@@H]1CN([C@@H](C)CO)C(=O)c2cc(NS(=O)(=O)c3ccc(F)cc3)ccc2O[C@H]1CN(C)S(=O)(=O)c1cccs1	1.0	-0.6
CO[C@@H]1CN(C)C(=O)c2ccc(NC(C)=O)cc2OC[C@H](C)N(C(=O)C2CCC2)C[C@H]1C	1.0	1.5
C[C@H]1CN([C@@H](C)CO)C(=O)c2cc(NC(=O)Nc3ccc4c(c3)OCO4)ccc2O[C@@H]1CN(C)Cc1ccc(-c2ccccc2)cc1	-1.0	-0.7
C[C@@H]1CN([C@@H](C)CO)C(=O)c2cc(NC(=O)Cc3cn(C)c4ccccc34)ccc2O[C@@H]1CN(C)S(C)(=O)=O	1.7	0.8
C[C@@H]1CN([C@@H](C)CO)C(=O)CCCn2cc(nn2)CO[C@H]1CN(C)CC1CCCC1	1.5	-2.5
C[C@@H]1CN([C@H](C)CO)C(=O)c2cc(C#Cc3ccccc3F)cnc2O[C@@H]1CN(C)C(=O)C1CCCCC1	0.9	0.9
CC(=O)N1[C@@H]2Cn3c(ccc(/C=C/c4ccccc4)c3=O)[C@H]1[C@@H](C(=O)NCC1CC1)[C@@H]2CO	0.7	0.6
COc1ccc(S(=O)(=O)Nc2ccc3c(c2)C(=O)N(C)C[C@H](OC)[C@@H](C)CN[C@@H](C)CO3)cc1	-0.2	-2.2
CC(C)NC(=O)Nc1ccc2c(c1)C(=O)N([C@@H](C)CO)C[C@H](C)[C@@H](CN(C)Cc1ccc(C(=O)O)cc1)O2	-1.0	0.5
C[C@H]1CN([C@@H](C)CO)C(=O)c2cc(-c3cccnc3)cnc2O[C@H]1CN(C)C(=O)Cc1cccnc1	0.1	-0.7
C[C@H]1CN([C@@H](C)CO)C(=O)c2c(c3ccccc3n2C)-c2ccccc2CO[C@H]1CN(C)S(=O)(=O)c1cccs1	-0.1	-1.4
CO[C@@H]1CN(C)C(=O)c2ccc(NS(=O)(=O)c3ccccc3C)cc2OC[C@H](C)N(C)C[C@@H]1C	-5.8	-5.4
COCCNC(=O)C[C@H]1C[C@H]2c3cc(N(C)C)ccc3O[C@H]2[C@@H](CO)O1	-39	-3.0
COc1cccc(-c2ccc3n(c2=O)C[C@H]2[C@H](CO)[C@@H](C(=O)N(C)C)N(C(=O)C4CCCC4)[C@@H]32)c1	-1.1	0.4
Cc1ccccc1-c1ccc2c(c1)O[C@@H](CN(C)C(=O)c1ccccn1)[C@@H](C)CN([C@H](C)CO)S2(=O)=O	-0.9	2.7
O=C(Nc1cccc(F)c1)N1CCCCN2[C@H](C1)[C@H](c1ccc(C#CC3CC3)cc1)[C@@H]2CO	-0.4	2.8
CCCN1[C@@H]2Cn3c(ccc(-c4ccccc4)c3=O)[C@H]1[C@@H](C(=O)OC)[C@@H]2CO	1.4	-1.8
C[C@@H]1CN([C@@H](C)CO)S(=O)(=O)c2ccc(C#Cc3ccccc3)cc2O[C@H]1CN(C)C(=O)Nc1ccccc1	0.1	-3.5
O=C(C[C@H]1CC[C@@H](NC(=O)Nc2cc(F)ccc2F)[C@@H](CO)O1)NCc1ccncn1	0.4	-0.3
C[C@@H]1CN([C@H](C)CO)C(=O)c2cc(NS(=O)(=O)c3cn(C)cn3)ccc2O[C@@H](C)CCCCO[C@H]1CN(C)S(=O)(=O)c1ccccc1	0.3	-0.8
CC(C)NC(=O)Nc1cccc2c1O[C@H](CN(C)CC1CC1)[C@@H](C)CN([C@@H](C)CO)C2=O	-1.9	-2.0
Cc1noc(C)c1NC(=O)Nc1ccc2c(c1)CC(=O)N([C@@H](C)CO)C[C@H](C)[C@H](CN(C)CC1CCCCC1)O2	0.0	0.3
C[C@@H]1CN([C@@H](C)CO)C(=O)c2cccc(NS(=O)(=O)c3cn(C)cn3)c2O[C@H]1CN(C)C(=O)Nc1ccc(F)cc1	-23	-0.8
CC(C)CC#Cc1ccc2c(c1)O[C@@H](CN(C)Cc1cccc(F)c1)[C@@H](C)CN([C@@H](C)CO)S2(=O)=O	-0.9	-1.7
O=C(C[C@H]1CC[C@H]2[C@@H](COC[C@@H](O)CN2CC2CCOCC2)O1)NCc1ccc(Cl)cc1	-3.2	0.5
C[C@@H]1CN([C@H](C)CO)C(=O)c2cc(NS(=O)(=O)c3ccccc3)ccc2O[C@@H](C)CCCCO[C@@H]1CN(C)S(=O)(=O)c1ccc(F)cc1	-0.5	-3.5
C[C@@H](O)C#Cc1ccc2c(c1)O[C@@H](CN(C)C(=O)Nc1ccccc1)[C@@H](C)CN([C@@H](C)CO)S2(=O)=O	-0.1	7.2
CC(=O)N(C)C[C@@H]1Oc2ncc(-c3ccccc3F)cc2C(=O)N([C@H](C)CO)C[C@H]1C	-0.2	-0.5
C[C@@H]1CN([C@@H](C)CO)C(=O)c2cc(C#CC3(O)CCCC3)cnc2O[C@H]1CN(C)C(=O)C1CCCCC1	0.1	6.7
C[C@H](CO)N1C[C@H](C)[C@H](CN(C)C)Oc2cc(C#CC(C)(C)O)ccc2S1(=O)=O	-0.1	-0.8
C[C@@H]1CCCCO[C@@H](CN(C)Cc2ccc3c(c2)OCO3)[C@H](C)CN([C@@H](C)CO)C(=O)c2cc(N(C)C)ccc2O1	-28	-1.3
CCCC#Cc1ccc([C@@H]2[C@H]3CN(S(=O)(=O)Cc4ccccc4)CCCCN3[C@H]2CO)cc1	-0.5	-1.8
CCCNC(=O)N(C)C[C@H]1Oc2cc(Br)ccc2S(=O)(=O)N([C@H](C)CO)C[C@H]1C	-0.8	1.4
COc1ccc(S(=O)(=O)Nc2ccc3c(c2)C(=O)N([C@H](C)CO)C[C@H](C)[C@@H](CN(C)S(=O)(=O)c2ccc(C)cc2)OCCCC[C@@H](C)O3)cc1	0.2	6.1
COC(=O)[C@H]1[C@H](CO)[C@H]2Cn3c(ccc(C4=CCCCC4)c3=O)[C@@H]1N2Cc1ccccn1	-0.6	-0.2
C[C@H]1CN([C@@H](C)CO)S(=O)(=O)c2ccc(C3=CCCC3)cc2O[C@@H]1CN(C)C(=O)c1ccc(F)cc1	-3.2	-0.2
CC1=CC2(CO)C(=O)[C@]3(CO3)[C@H]1[C@H]1[C@]2(C)C=C(CO)C(=O)[C@]12CO2	-11	-0.1
C[C@H](CO)N1C[C@H](C)[C@H](CN(C)C)Oc2ccc(NC(=O)Cn3cnnn3)cc2C1=O	0.0	-0.2
C[C@H](CO)N1C[C@H](C)[C@@H](CN(C)Cc2ccc(-c3ccccc3)cc2)Oc2ccc(N(C)C)cc2CC1=O	-4.3	-1.4
C[C@@H]1CN([C@H](C)CO)C(=O)c2cc(C3=CCCCC3)cnc2O[C@@H]1CN(C)Cc1ccccc1	0.6	-7.9
O=C(C1CCC1)N1CCCCN2[C@H](CO)[C@H](c3ccc(C#CC4CCCC4)cc3)[C@H]2C1	0.0	2.0
Going on with the list:
SMILES	TcdB inh	BioA inh
CC(C)(O)C#Cc1ccc([C@@H]2[C@H]3CN(C(=O)c4ccc(F)cc4)CCCCN3[C@H]2CO)cc1	-11	-0.1
O=C(C[C@H]1CC[C@@H]2[C@H](COC[C@H](O)CN2C(=O)Nc2ccc(F)cc2)O1)NCCCN1CCOCC1	0.8	-0.9
CO[C@@H]1CN(C)C(=O)c2ccc(NS(=O)(=O)c3ccccc3C)cc2OC[C@@H](C)NC[C@@H]1C	0.9	-1.7
COc1ccc(S(=O)(=O)Nc2ccc3c(c2)C(=O)N([C@H](C)CO)C[C@H](C)[C@H](CN(C)S(=O)(=O)c2ccc(C)cc2)OCCCC[C@@H](C)O3)cc1	-0.7	-3.7
C[C@@H]1CN([C@@H](C)CO)C(=O)c2cccc(NC(=O)C3CC3)c2O[C@H]1CN(C)CC1CCCCC1	-0.3	8.7
COCC(=O)N(C)C[C@@H]1Oc2cc(-c3cncnc3)ccc2S(=O)(=O)N([C@@H](C)CO)C[C@H]1C	0.2	2.9
CCC(=O)N(C)C[C@H]1Oc2ncc(-c3ccc(F)cc3)cc2C(=O)N([C@@H](C)CO)C[C@H]1C	1.6	-2.1
CCN1[C@H](C(=O)N(C)C)[C@@H](CO)[C@@H]2Cn3c(ccc(-c4cccc(OC)c4)c3=O)[C@@H]21	1.3	-2.3
CO[C@H]1CN(C)C(=O)c2ccc(NC(=O)c3ccccc3F)cc2OC[C@@H](C)N(C(C)=O)C[C@@H]1C	0.9	-0.2
O=C(C[C@H]1CC[C@H](NC(=O)C2CC2)[C@H](CO)O1)Nc1ccccc1	4.1	1.2
CNC(=O)C[C@@H]1CC[C@H]2[C@H](COc3ccc(NC(=O)Nc4cccc(Cl)c4)cc3C(=O)N2C)O1	0.4	1.3
C[C@@H]1CN([C@H](C)CO)C(=O)c2cc(C#CCc3ccccc3)cnc2O[C@@H]1CN(C)Cc1ccc(C(=O)O)cc1	-1.1	-2.1
Cn1cnc(S(=O)(=O)N2CCCCN3[C@@H](CO)[C@@H](c4ccc(C#CC5CCCC5)cc4)[C@@H]3C2)c1	-5.1	0.3
C[C@H](CO)N1C[C@H](C)[C@H](CN(C)C(=O)Nc2ccccc2)Oc2cc(C#Cc3ccccc3)ccc2S1(=O)=O	0.4	-2.9
C[C@@H]1CN([C@H](C)CO)C(=O)c2cccc(NC(=O)NC3CCCCC3)c2O[C@@H]1CN(C)S(=O)(=O)c1cccs1	1.0	0.8
COCc1cn(CC[C@@H]2CC[C@H](NC(=O)Nc3ccc(Cl)cc3)[C@@H](CO)O2)nn1	2.0	0.7

Not all compounds are listed, so the mix of outcomes need not match the whole.
